KCNQ2 inh = KCNQ2 potassium channel inhibitors, primary screen, cell-based, CHO-K1, FluxOR thallium flux, B-score (AID 2156) | B-score at 10 µM | Potassium voltage-gated channel subfamily KQT member 2 (Rattus norvegicus), O88943 | 20 min; hits give low values | 310,000 tested, 1.1% active;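 active means fluorescence ratio B-score at most minus 3 library SDs, with starting brightness B-score within 2 library SDs, cut at about -5.5 in these data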
Target sequence (O88943 whole entry, looked up): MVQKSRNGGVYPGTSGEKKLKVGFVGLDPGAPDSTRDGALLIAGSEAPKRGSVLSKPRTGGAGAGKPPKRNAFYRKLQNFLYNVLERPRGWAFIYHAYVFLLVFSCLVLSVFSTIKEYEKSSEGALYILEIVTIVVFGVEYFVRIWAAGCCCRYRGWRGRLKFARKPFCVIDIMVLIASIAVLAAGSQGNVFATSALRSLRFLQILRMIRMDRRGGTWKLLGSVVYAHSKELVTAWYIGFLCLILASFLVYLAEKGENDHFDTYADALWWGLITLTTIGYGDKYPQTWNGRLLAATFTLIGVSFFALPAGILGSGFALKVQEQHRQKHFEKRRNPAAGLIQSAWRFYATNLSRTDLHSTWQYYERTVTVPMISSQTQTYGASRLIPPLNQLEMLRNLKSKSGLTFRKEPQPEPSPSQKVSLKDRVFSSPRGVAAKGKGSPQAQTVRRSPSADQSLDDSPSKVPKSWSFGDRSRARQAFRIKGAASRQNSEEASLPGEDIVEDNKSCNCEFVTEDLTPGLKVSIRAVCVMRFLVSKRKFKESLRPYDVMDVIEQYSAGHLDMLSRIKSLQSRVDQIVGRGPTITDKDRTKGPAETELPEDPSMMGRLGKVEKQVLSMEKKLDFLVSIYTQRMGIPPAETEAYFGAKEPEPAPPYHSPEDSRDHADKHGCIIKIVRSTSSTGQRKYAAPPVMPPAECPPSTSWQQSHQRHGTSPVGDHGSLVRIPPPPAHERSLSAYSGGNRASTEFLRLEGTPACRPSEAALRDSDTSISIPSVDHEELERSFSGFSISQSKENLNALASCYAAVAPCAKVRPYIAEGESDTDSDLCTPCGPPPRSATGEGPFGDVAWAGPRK
STK33 inh = inhibitors of purified STK33 kinase, primary screen, biochemical, ADP-Glo luminescence, homogeneous, cell-free. Serine/threonine-protein kinase 33 (Homo sapiens), Q9BYT3. MBP phosphorylation. inhibition, % at 10 µM. 320,000 tested, 0.073% active. AID 2661, 2010;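 active means inhibition at or above 25%, using the most active replicate where run in duplicate; inactive means inhibition below 25%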
Kir21 block = inhibitors of mouse Kir2.1 inward-rectifier potassium channel. HEK293-Kir2.1, FluxOR thallium flux fluorescence; hits give low values. Inward rectifier potassium channel 2 (Mus musculus), P35561. 310,000 tested, 0.85% active. B-score at 10 µM;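 active means fluorescence ratio B-score at or below minus 3 SD of library scores, with starting-brightness B-score within 2 SD, cut at about -4.2 in these data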;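 further: channel flux triggered by added potassium and thallium sulfate stimulus; B-score of peak minus minimum fluorescence over baseline after thallium stimulus; more negative B-score means stronger Kir2.1 block with less thallium influx; some compounds called inactive have numbers as strong as hits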
* hit, by the source's call; i = inactive; . = no result given.

SMILES	KCNQ2 inh	STK33 inh	Kir21 block
COc1ccc2cc[nH]c2c1	i	-0.2	0.39
CN1C(=O)/C(=C/C=C2\SCCN2C)N(C)C1=S	i	.	-0.02
COc1cccc(NC(=O)CN2C(=O)CSc3ccc(S(=O)(=O)N4CCOCC4)cc32)c1	i	-1.2	-0.15
CCOCCn1ccc2c(OCC(=O)Nc3ccc(OC)cc3OC)cccc2c1=O	i	-1.6	-0.45
CCc1nnc(NC(=O)CCc2ccc(C)o2)s1	i	0.2	-0.2
COC(=O)c1ccccc1S(=O)(=O)N1CCC(C(=O)NCC2CCCO2)CC1 (stereo not given)	i	.	-0.36
CCOC(=O)c1cc(CC)sc1N1C(=O)CC(Sc2ncccc2C(=O)O)C1=O (stereo not given)	i	-1.7	-0.02
O=C(O)C(Cc1ccccc1)N1C(=O)c2c(Cl)c(Cl)c(Cl)c(Cl)c2C1=O (stereo not given)	i	0.3	-0.03
CCN1CCN(c2cc(=O)n(C3CCCCC3)c(=O)[nH]2)CC1	i	0.5	-1.1
O=C1[C@@H]2Cc3c([nH]c4ccccc34)C(c3ccccc3)N2C(=O)CN1CCO (stereo not given in full)	i	-0.2	0.67
CC(=O)c1ccc(S(=O)(=O)NCCC(=O)OCC(=O)N2CCCC2=O)cc1	i	1.1	0.68
Cn1cnc2c1c(=O)n(Cc1cccc(Br)c1)c(=O)n2C	i	-2.1	-3

A draw from above in order of heavy-atom count, descending:
SMILES	KCNQ2 inh	STK33 inh	Kir21 block
CCOCCn1ccc2c(OCC(=O)Nc3ccc(OC)cc3OC)cccc2c1=O	i	-1.6	-0.45
O=C1[C@@H]2Cc3c([nH]c4ccccc34)C(c3ccccc3)N2C(=O)CN1CCO (stereo not given in full)	i	-0.2	0.67
CC(=O)c1ccc(S(=O)(=O)NCCC(=O)OCC(=O)N2CCCC2=O)cc1	i	1.1	0.68
CN1C(=O)/C(=C/C=C2\SCCN2C)N(C)C1=S	i	.	-0.02

Full records from above. Order of screens: KCNQ2 inh	STK33 inh	Kir21 block
`CN1C(=O)/C(=C/C=C2\SCCN2C)N(C)C1=S` reads i	.	-0.02
`CCOC(=O)c1cc(CC)sc1N1C(=O)CC(Sc2ncccc2C(=O)O)C1=O` (stereo not given) reads i	-1.7	-0.02
`O=C(O)C(Cc1ccccc1)N1C(=O)c2c(Cl)c(Cl)c(Cl)c(Cl)c2C1=O` (stereo not given) reads i	0.3	-0.03
`O=C1[C@@H]2Cc3c([nH]c4ccccc34)C(c3ccccc3)N2C(=O)CN1CCO` (stereo not given in full) reads i	-0.2	0.67
`COc1ccc2cc[nH]c2c1` reads i	-0.2	0.39

Continuation:
SMILES	KCNQ2 inh	STK33 inh	Kir21 block
O=C(Nc1cccc(F)c1)N1CC=C(c2ccc(Cl)cc2)CC1	-6.6*	-0.8	-0.18
O=C(c1ccc2c(c1)N(Cc1cccc(Cl)c1)C(=O)c1ccccc1S2(=O)=O)N1CCN(c2ccccn2)CC1	i	-0.3	1.5
CSc1cccc(NC(=S)N2CCC(c3ccccc3)C2)c1 (stereo not given)	i	-0.6	0.31
O=C(c1c[nH]c2ccc(F)cc2c1=O)N1CCCCCC1	i	1.0	0.02
Cc1ccccc1NC(=O)NNC(=O)c1ccc2ccccc2c1O	i	-1.4	-0.5
CCOC(=O)c1cnc2c(Cl)cccc2c1NCCCN1CCOCC1	i	-0.7	0.11
Cc1cc(C(=O)Nc2ccc(Br)cc2F)n(-c2ccccc2)n1	i	-0.6	-0.27
Cc1cccc(-n2c(N)cc(=O)[nH]c2=S)c1	i	-2.7	-0.31
OCCC1CN(Cc2ccccc2O)CCN1CCc1ccccc1 (stereo not given)	i	-1.7	0.45
COc1ccccc1NC(=O)c1nc(S(=O)(=O)Cc2ccccc2)ncc1Cl	i	-1.9	0.09
Cn1c2ccc(F)cc2c2nnc(SCCN3CCCCC3)nc21	i	.	0.04
COC(=O)C1CCN(C(=O)c2ccccc2NC(C)=O)CC1	i	-1.6	1.1
Cc1ccc(-c2nn(-c3ccccc3)cc2CC(=S)N2CCOCC2)cc1	i	-0.7	0.01
O=C(NC(=S)Nc1ccccc1N1CCCC1)c1ccc([N+](=O)[O-])cc1	i	0.5	-0.11
Cc1ccc(C(c2nnnn2CC2CCCO2)N2CCN(c3cccc(C)c3C)CC2)cc1 (stereo not given)	i	-1.0	-0.09
O=S(=O)(NCc1ccc(Cl)cc1)NCc1ccc(Cl)cc1	i	-0.4	1.4
O=C(Cn1cnc2c(cnn2-c2ccccc2Cl)c1=O)N1CCc2ccccc21	i	-2.3	0.57
O=C(CCc1ccccc1)NC(NC(=S)Nc1ccc(Cl)cc1)C(Cl)(Cl)Cl (stereo not given)	i	-1.4	-0.81
O=C(OCc1ccccc1F)c1ccc2c(c1)OCCO2	i	5.3	1.6
NNS(=O)(=O)c1ccc(Sc2ccccn2)c([N+](=O)[O-])c1	i	-2.7	1.2
CCC(CC)c1nnc(NC(=O)[C@@H](NC(=O)c2cccc(C)c2)C(C)C)s1	i	-0.1	1.3
Cc1cc(C)c(C(=O)c2ccc(C(=O)N3CCCCC3)cc2)c(C)c1	i	-0.8	0.21
COc1cccc2cc(-c3cn4ccc(C)cc4n3)c(=O)oc12	i	0.7	-0.11
O=S(=O)(Nc1cccc(C(F)(F)F)c1)c1cccnc1	i	.	0
COc1ccccc1NC(=O)N1CCN(c2ccc(F)cc2)CC1	i	-1.2	2.1
Cc1ccc(C(=O)N/C(=C/c2ccco2)C(=O)O)cc1	i	-0.4	1.7
NS(=O)(=O)c1cccc(NS(=O)(=O)c2ccc(/C=C/C(=O)OCC(=O)c3ccccc3)cc2)c1	i	-1.1	0.56
Cc1cc(OC(=O)c2ccc(C)c(C)c2)c([N+](=O)[O-])c(=O)[nH]1	i	-1.0	-0.55
CC(Cc1ccccc1)(NC(=O)CN)c1ccccc1 (stereo not given)	i	-0.2	-1.4
Cn1c(Cn2cnc3ccccc32)nnc1SCC(=O)CC(=O)Nc1ccccc1	i	-2.6	0.4
COc1ccc(NC(C)=O)cc1NC(=O)CSc1nc2ncccc2[nH]1	i	-0.1	1.3
Nc1c(C(=O)Nc2ccccc2)sc2nc3c(c(-c4ccco4)c12)CCC3	i	-0.5	-2.3
Cc1csc(NC(=O)C2CCCN2C(=O)OCC(C)C)n1 (stereo not given)	i	-1.4	-2.4
CCO[C@@H]1OC(C(=O)NC2CC2)=C[C@H](C)[C@H]1CCCO	i	-0.5	0.02
O=C(CNC(=O)c1cccs1)c1ccc([N+](=O)[O-])cc1	i	0.1	-1.1
O=C(c1ccccc1)N1CCN(c2ccccc2F)CC1	i	-0.9	-0.24
O=C(Cc1ccc(S(=O)(=O)N2CCOCC2)s1)Nc1ccc(S(=O)(=O)N2CCCCC2)cc1	i	0.3	1.7
C/C(CC(=O)Nc1ccc(N(C)C)cc1)=N\NC(=O)c1ccccc1F	i	-1.1	0.95
O=S(=O)(Cc1cc(Cl)nc(-c2ccncc2)n1)c1ccccc1	i	-1.1	0.22
CCOC(=O)C1(CCOC)CCN(C(=O)c2ccccc2-c2cccc(C)c2)CC1	i	-1.3	0.13
O=C(COc1ccccc1)NCc1ccc(-n2cccc2)cc1	i	-1.2	-0.19
Cc1cc(Br)ccc1NS(=O)(=O)c1c(C)[nH]c(=O)[nH]c1=O	i	-1.9	-0.02
O=C(COc1ccccc1Cl)N1CCN(c2ccc([N+](=O)[O-])c(N3CCCCC3)c2)CC1	i	-0.3	-0.19
O=C(COc1ccc(Br)cc1)NCCNC(=O)c1ccncc1	i	-0.3	-0.27
O=C(NCCS(=O)(=O)N1CCCC1)c1ccccc1	i	0.5	0.14
COC(=O)c1ccc(CSC(=N)N)o1	i	-1.3	-0.07
O=C(CCSc1nc(-c2ccco2)cc(C(F)(F)F)n1)NCCc1ccccc1	i	0.6	-2.6
O=C(Oc1ccc(N(C(=O)c2ccncc2)S(=O)(=O)c2ccc(F)cc2)cc1)c1ccncc1	i	0.5	0.01
Cc1cc(N(C(=O)c2ccco2)C(C(=O)NC2CCCCC2)c2ccccc2)ccc1-n1cnnn1 (stereo not given)	i	1.6	-0.21
Cc1ccc(S(=O)(=O)N2CCN(C(=O)c3cc(=O)c4ccccc4o3)CC2)cc1	i	-1.1	-0.05
CCN(/N=C/c1ccccc1)c1cc(=O)n(C)c(=O)[nH]1	i	1.1	-0.15
CCOC(=O)c1cc(C)nc(S(C)(=O)=O)c1C#N	i	-4.7	-0.99
COC(=O)CC(NC(=O)CN1CCN(c2ccc(F)cc2)CC1)c1cccc(F)c1 (stereo not given)	i	-0.4	-0.51
COc1ccc(OCCN(C)CC(=O)Nc2ccccc2SC)cc1	i	10	-2.7
CCc1ccccc1NC(=O)CSc1nnc([C@H](CCSC)NC(=O)OC(C)(C)C)o1	i	0.5	-0.15
c1ccc(-c2[nH]ncc2CN2CCc3ccccc3C2)cc1	i	-0.4	-1.9
O=C1CN(C(=O)N[C@@H](Cc2ccccc2)C(=O)N[C@H](C(=O)O)c2ccccc2)c2ccccc2N1	i	-1.7	1.9
COc1ccc(CCn2c(N)cc(=O)[nH]c2=O)cc1OC	i	-0.3	-0.25
Cc1cccc(Nc2sc(C(=O)c3cc4cc(Cl)ccc4o3)c(N)c2C#N)c1	i	0.3	-0.62
Cc1ccc(CN2CCN(CC(=O)NCc3ccccc3)CC2)cc1	i	3.9	0.72

The list goes on.
SMILES	KCNQ2 inh	STK33 inh	Kir21 block
O=C(O)CC(c1ccccc1)n1cnnn1 (stereo not given)	i	-1.3	0.27
Cc1ccsc1/C=N/NC(=O)c1cccs1	i	0.2	0.06
CCCn1cnc2c(sc3nc4c(cc32)CSC(C)(C)C4)c1=O	i	-0.8	-0.25
COc1ccc([C@@H]2[C@@H]3C(=O)N(C(C)(C)C)C(=O)[C@@H]3[C@]3(Cc4ccc(Cl)cc4)C(=O)N(c4cccc(Br)c4)C(=O)N23)cc1	i	1.2	0.67
O=C(CSc1nnc2c(n1)[nH]c1ccccc12)NCc1ccco1	i	1.1	0.75
CC(C)COc1nc2ccccc2nc1N1CCN(C)CC1	i	-1.0	-0.83
COc1ccc(-c2c(C)nc3c(-c4ccc(F)cc4)cnn3c2N)cc1	i	-0.9	-0.43
CC(C)C1CCN(C(=O)C2CCC(=O)N(CCc3ccc(Cl)cc3)C2)CC1 (stereo not given)	i	3.3	-1.2
Cc1[nH]c(=O)[nH]c(=O)c1/C=N/NC(=O)[C@@H](N)CC(C)C	i	-2.9	-0.05
CCOc1ccc(OCC)c(NC(=O)C2CCN(S(=O)(=O)c3c(C)[nH]c(=O)[nH]c3=O)CC2)c1	i	-0.3	-0.32
COC(=O)NNC(=O)C1CCC(C(=O)NNC(=O)OC)CC1 (stereo not given)	i	0.8	1.6
CCCCOc1ccc(C(=O)CCN2CCOCC2)cc1	i	-0.1	-0.94
CC1=C(C(=O)OCC2CCCO2)C(c2coc3ccc(C)cc3c2=O)C2=C(CCCC2=O)N1 (stereo not given)	i	-2.3	-1.1
CCOc1ccc(-c2ncncc2-c2ccc(OC)c(OC)c2)c(O)c1	i	-0.2	0.66
CC(C)(C)c1ccc(S(=O)(=O)N2CCN(c3ccccn3)CC2)cc1	i	0.4	-0.04
COc1ccc(CNC(=O)CN(C(=O)c2ccc(CN3CCOCC3)o2)C2CCCC2)cc1	i	-2.7	-0.67
CCc1cc(C(=O)N(CCCOC)c2c(N)n(Cc3ccccc3)c(=O)[nH]c2=O)sc1C	i	0.5	-0.16
Cc1ccc(Cn2c(=O)c3ccccc3n3c(CCC(=O)O)nnc23)cc1	i	-1.3	-0.49
COc1ccc(NC(=O)CCN2C(=O)/C(=C/c3ccc4c(c3)OCO4)SC2=S)cc1	i	2.1	0.24
CCN(CC)c1ccc2cc(-c3nc4ccccc4n3C)c(=O)oc2c1	i	0.2	-2.9
CC(=O)N1CCc2cc(S(=O)(=O)NC(C(=O)Nc3nc(C)cs3)C(C)C)ccc21 (stereo not given)	i	-1.1	0.01
CC1CCc2c(sc(NC(=O)/C=C/c3cccs3)c2C(=O)O)C1 (stereo not given)	i	-0.8	0.07
O=C(CN1C(=O)c2ccc([N+](=O)[O-])cc2C1=O)NC1CCS(=O)(=O)C1 (stereo not given)	i	-1.5	-0.29
O=[N+]([O-])c1cc(CN(CCO)CCO)ccc1O	i	-1.8	0.07
CN(Cc1nc(Cc2ccccc2F)no1)Cc1cccc2ncccc12	i	2.8	0.48
COc1ccc(OC)c(S(=O)(=O)Nc2ccccc2C)c1	i	-1.3	0.38
O=C(C1CCC1)N1CCN(S(=O)(=O)c2cccc(F)c2)CC1	i	-0.4	-0.01
Cc1ccc(C(=O)N/C(=C\c2ccc(C(C)C)cc2)C(=O)NCCCN2CCOCC2)cc1	i	-2.3	0.58
CC(=O)Nc1ccc(S(=O)(=O)Nc2ccn(Cc3ccccc3Cl)n2)cc1	i	.	-1.6
Cc1cc(Cl)ccc1N=c1ssnc1Cl	i	0.2	-2.6
COc1cc2[nH]c(=O)c(C(=O)NCc3ccccc3Cl)c(O)c2cc1OC	i	-5.7	2.5
CCc1ccc(NC(=O)CSc2nccn(-c3ccc4c(c3)OCCO4)c2=O)cc1	i	.	1.7
Cc1ccc(S(=O)(=O)NCCC(=O)Oc2ccc3ccc(=O)oc3c2)cc1	i	1.8	-0.67
CN(C)c1cccc(C(=O)OC(C(=O)Nc2ccc([N+](=O)[O-])cc2Br)c2ccccc2)c1 (stereo not given)	i	-0.7	0
Cc1cccc(NC(=O)CN(C)S(=O)(=O)c2ccccc2)n1	i	0.4	1.3

Screening results deposited in PubChem BioAssay by several laboratories.
